FXIIa inh: inhibitors of human coagulation factor XIIa | inhibition, % at 5 µM | P00748 | purified FXIIa, Boc-QGR-AMC fluorogenic substrate, 2 h | 220,000 tested, 0.3% active; in the data active means inhibition above about 40%;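 further: 0% = enzyme with no compound and 100% = blank without enzyme; many of its hits are not listed in these tables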
thrombin 1536: inhibitors of human thrombin; P00734; alpha-thrombin, Boc-VPR-AMC fluorogenic substrate cleavage; AID 1046; inhibition, % at 5 µM; 220,000 tested, 0.26% active;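 active means inhibition at or above 40%; inactive means inhibition below 40%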;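 further: 0% = enzyme with no compound and 100% = wells without enzyme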
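Material: Human alpha-thrombin protein | Buffer or medium: pH 7.5 Tris-saline with Tween 20 | Reagent: Boc-VPR-AMC substrate, 15 µM final | Schedule: Reaction at ambient temperature | Detection: AMC fluorescence at 355 nm excitation and 460 nm emission | Evaluation: Percent inhibition scaled between no-compound controls and no-enzyme blanks | Controls: no-compound enzyme wells and no-enzyme blanks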
Runt-SMMHC FRET: blocks binding of human RUNX1 Runt domain to CBFb-SMMHC. Q01196+Q13951. Cerulean-Runt/Venus-CBFb-SMMHC FRET ratio 530/480, 1 h. inhibition, % at 20 µM. 220,000 tested, 0.74% active. AID 1434;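 active means mean inhibition across duplicate retests at 20 µM reaching about 50%, limit read from the data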;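 further: 0% = DMSO wells and 100% = wells with excess untagged CBFb-SMMHC; inhibitors lower the FRET ratio by blocking Runt binding to CBFb-SMMHC; some results filed as inactive read as strong as hits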
Runt-CBFb FRET: blocks binding of human RUNX1 Runt domain to CBFb | Q01196+Q13951 | Cerulean-Runt/Venus-CBFb FRET ratio 530/480, 1 h | inhibition, % at 20 µM | 220,000 tested, 0.46% active;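 active means inhibition over about 50% at 20 µM in the single-dose screen, limit read from the data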;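 further: 0% = DMSO wells and 100% = excess unlabeled CBFb competitor control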
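System: Cerulean-labeled Runt domain protein | Quantity: 100 nM of each labeled protein | Schedule: 1 h compound exposure, room temperature | Detection: Fluorescence energy transfer, 422 nm excitation, 530/480 nm emission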
Hck Nef HTS: human Hck-Nef kinase inhibition. 220,000 tested, 0.68% active. Recombinant Hck-YEEI plus Nef, Z-Lyte FRET kinase assay. inhibition, % at 20 µM. AID 463187;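 active means Hck-Nef kinase inhibition above about 50%, limit read from the data; inactive means inhibition below that limit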;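 further: 0% = DMSO with Hck plus Nef and 100% = Hck alone without Nef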
FXIa inh 1536: blocks human coagulation factor XIa protease activity | purified FXIa, Boc-Glu-Ala-Arg-AMC fluorogenic substrate | inhibition, % at 5 µM | 220,000 tested, 0.14% active;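 active means inhibition of at least 40%; inactive means inhibition below 40%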;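 further: fluorescence of freed AMC excited at 355 nm; 0% = enzyme without compound and 100% = no enzyme blank; many of its hits are not listed in these tables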
Target sequence (P03951 19-387 limits assumed): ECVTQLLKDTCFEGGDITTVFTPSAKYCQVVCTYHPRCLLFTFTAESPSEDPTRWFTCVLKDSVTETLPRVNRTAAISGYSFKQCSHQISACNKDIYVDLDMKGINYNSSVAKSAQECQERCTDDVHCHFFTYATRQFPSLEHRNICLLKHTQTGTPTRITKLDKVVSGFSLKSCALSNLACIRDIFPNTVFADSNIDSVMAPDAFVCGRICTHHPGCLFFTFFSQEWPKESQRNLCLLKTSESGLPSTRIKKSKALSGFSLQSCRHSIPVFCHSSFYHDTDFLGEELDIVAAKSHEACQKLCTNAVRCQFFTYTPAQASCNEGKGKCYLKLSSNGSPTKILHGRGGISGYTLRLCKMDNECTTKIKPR
Target sequence (P03951 388-625 limits assumed): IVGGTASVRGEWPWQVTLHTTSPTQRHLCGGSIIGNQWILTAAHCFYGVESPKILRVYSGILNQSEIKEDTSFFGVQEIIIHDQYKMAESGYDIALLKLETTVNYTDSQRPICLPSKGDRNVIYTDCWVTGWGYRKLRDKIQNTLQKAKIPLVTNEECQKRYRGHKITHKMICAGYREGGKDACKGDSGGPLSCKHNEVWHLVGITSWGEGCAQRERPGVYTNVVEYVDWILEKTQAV
14-3-3 Bad inh: disrupts binding of bovine 14-3-3 zeta to phospho-Bad peptide | inhibition, % at 21.7 µM | P63103 | 220,000 tested, 0.71% active | TR-FRET 14-3-3zeta/Dy647-pBad peptide displacement, 1 h;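 active means inhibition above about 70%, limit read from the data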;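 further: 0% = full 14-3-3 plus peptide FRET controls and 100% = background without 14-3-3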
Target sequence (P63103 whole entry, looked up): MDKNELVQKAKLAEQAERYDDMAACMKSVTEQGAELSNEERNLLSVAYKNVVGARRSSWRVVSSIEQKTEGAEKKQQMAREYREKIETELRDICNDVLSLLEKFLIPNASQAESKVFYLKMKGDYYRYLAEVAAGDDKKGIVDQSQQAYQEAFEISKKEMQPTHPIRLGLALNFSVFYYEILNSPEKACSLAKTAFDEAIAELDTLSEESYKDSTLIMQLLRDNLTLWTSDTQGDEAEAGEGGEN
hK5 inh: inhibitors of human kallikrein 5. Q9Y337. recombinant hK5, fluorogenic AMC substrate cleavage. inhibition, % at 5 µM. 210,000 tested, 0.59% active;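 active means inhibition of 40% or more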;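 further: 0% = enzyme controls without compound and 100% = no-enzyme blanks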
Wee1 stabilizer: inhibitors of human Wee1 degradation. HeLa Luc-Wee1K328M stability, luciferase luminescence; 100% = proteasome inhibitor MG132 effect. reporter increase, % at 5 µM. 220,000 tested, 1.2% active;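 active means activation above the mean of all tested compounds plus 3 SD, set per screening run, cut at about 8.8% in these data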;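 further: cells exposed to compound for 20 h before luminescence read; 0% = DMSO alone and 100% = MG132 at 30 µM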
Starred values were filed as active, the others as inactive; · = no result given; [ ] = remark or other dose.

SMILES	FXIIa inh	thrombin 1536	Runt-SMMHC FRET	Runt-CBFb FRET	Hck Nef HTS	FXIa inh 1536	14-3-3 Bad inh	hK5 inh	Wee1 stabilizer
O=C(CN1CCc2ccccc2C1)c1cccs1	12	5	0	1	1	3	55	-11	1
COc1ccc(C2C3=C(Nc4ncnn42)c2ccccc2CC3)cc1OC (stereo not drawn)	25	-5	11	1	0	18	-18[fluorescence artefact?]	-13	-1
O=C1C2CCCCN2C(=O)N1CCN1CCN(c2ccc([N+](=O)[O-])cc2)CC1 (stereo not drawn)	19	-11	-5	1	1	17	28[fluorescence artefact?]	-33	-1
CC(C)C(=O)N1CCN(c2ccccc2NC(=O)c2cc([N+](=O)[O-])ccc2N2CCOCC2)CC1	2	-6	2	0	-4	-2	-10	·	4
N#CC1=C(N)Oc2cc(N)ccc2C1C1CC=CCC1 (stereo not drawn)	-16	-3	41	42	2	-20	6	-16	1
COc1cc(/C=N/NC(=O)COc2c(C)cc([N+](=O)[O-])cc2C)ccc1OC(=O)c1ccccc1Br	7	0	0	-5	6	5	3	1	0
CCNc1nc(OC)nc(N2CCC(Cc3ccccc3)CC2)n1	7	-2	-5	-2	3	0	8[fluorescence artefact?]	-7	6
O=c1cc(CN2CCC3(CC2)OCCO3)c2c(ccc3ccccc32)o1	20	5	-3	1	0	4	-2	-13	-1
CC(=O)Nc1ccc2nc(-c3ccccn3)[nH]c2c1	5	-5	3	1	-1	-2	9	-14	0
N#Cc1cc2c(nc1SCc1nc3ccccc3[nH]1)CCC2	14	3	3	4	1	4	-12[fluorescence artefact?]	2	2
COc1cccc(NC(=O)CCNC(=O)Cn2ccc3ccccc3c2=O)c1	-11	-11	0	1	-1	-6	-2[fluorescence artefact?]	-27	-1
O=C(COc1ccc(Cl)cc1)NCc1nnc(SCC(=O)NCC2CCCO2)o1 (stereo not drawn)	4	0	4	3	21	-5	-12	-4	0
Cc1cc(C)nc(-n2ncc3c2CC(c2ccc(C(C)C)cc2)CC3=O)n1 (stereo not drawn)	4	-5	-10	-1	4	5	0[fluorescence artefact?]	-21	3
C[n+]1cccc2ccc3c(c21)OC(N)=C(C#N)C3c1ccccc1 (stereo not drawn)	1	-5	0	-19	1	-5	0	-4	-2
CCNC(=O)CCC(=O)Nc1cc(Cl)ccc1C	-2	-3	2	-3	1	-11	3[fluorescence artefact?]	-3	-3
O=C(c1ccc(=O)oc1)N1CCOCC1	14	3	6	1	17	3	-8[fluorescence artefact?]	-13	-3
CC1CN(S(=O)(=O)c2ccc(C(=O)Nc3nnc(-c4ccc5c(c4)CCCC5)o3)cc2)CC(C)O1 (stereo not drawn)	6	1	-10	0	1	-4	2	-81	1
Cc1cc(O)c(C(C)C)cc1NC1=NS(=O)(=O)c2ccccc21	2	2	1	1	6	2	4	-11	-2
CC[C@@H](C)CN1C(=O)N[C@@H](CCc2ccccc2)C(C(C)=O)=C1C	3	-6	0	1	17	-1	-2	2	·
Cc1nc2ccccc2c2nc(NC(=O)C(F)(F)F)nn12	9	-4	0	-1	19	5	-5	3	-3
COc1ccc(N/N=C(/C)c2cnnc(-c3ccccc3)n2)cc1	5	-4	-8	-7	7	-1	48	-27	-4
CCCCc1noc(-c2c(-c3ccccc3Cl)noc2C)n1	6	1	-2	-2	-8	1	12	·	2
O=C1CCCCc2sc(Br)c([N+](=O)[O-])c2N1	7	-12	0	1	18	0	-1	-1	3
CCCCOc1cccc(C(=O)NC(=S)Nc2cccc(NC(=O)c3ccccc3Cl)c2)c1	4	-6	2	4	2	0	-4	-28	1
O=C(N/N=C/C=C/c1ccccc1)C1CC1c1ccccc1 (stereo not drawn)	19	7	6	1	1	11	-1	-6	3
Carrying on:
SMILES	FXIIa inh	thrombin 1536	Runt-SMMHC FRET	Runt-CBFb FRET	Hck Nef HTS	FXIa inh 1536	14-3-3 Bad inh	hK5 inh	Wee1 stabilizer
CSc1nsc(SCc2ccc(F)cc2)n1	3	13	-2	-2	0	7	-10	-22	6
C=CCNC(=O)c1onc(CSc2ccc(C(C)C)cc2)c1C(=O)O	8	-4	1	-1	1	-2	19	-23	1
CCc1cc2c(=O)c(-c3nc4ccccc4n3C)coc2c(CN2CCOCC2)c1O	-4	-6	1	0	2	1	-1[fluorescence artefact?]	-8	2
Cc1ccc(C(=O)C2=C(O)C(=O)N(CCN3CCOCC3)C2c2ccccn2)o1 (stereo not drawn)	13	1	6	1	0	-15	7	-21	1
Cc1ccc(CNC(=O)C23CN(Cc4ccccc4)CC2C(c2cccc([N+](=O)[O-])c2)=NO3)cc1 (stereo not drawn)	6	-5	-6	4	0	4	12	-4	-1
Cc1cccnc1CCNC(=O)CCc1nnc(CCc2ccccc2)o1	9	-1	2	1	11	-2	-4	·	3
Cc1noc2ncnc(Oc3ccc(C(C)(C)C)cc3)c12	2	-3	-1	-1	18	1	-13	-8	-1
O=C(COc1cccc2cccnc12)N/N=C1\SCC(=O)N1Cc1ccco1	6	-3	1	4	5	-3	-8	-6	-2
COc1ccccc1N/C(N)=N/c1nc(C)cc(C)n1	7	-3	-1	-2	28	-7	-3	-3	-1
CCCCNS(=O)(=O)c1ccc2nc(SCC(=O)Nc3ccccc3Cl)[nH]c2c1	14	-6	-2	1	1	9	0[fluorescence artefact?]	-4	0
COCCC(=O)NNS(=O)(=O)c1ccc(Cl)cc1	9	-5	-2	-2	1	4	9	-9	0
Nc1cc(=O)[nH]c(SCC(=O)Nc2ccc(Cl)c(Cl)c2)n1	-6	-12	0	2	6	-5	-14[fluorescence artefact?]	-32	1
CCOC(=O)C1=C(C)NC(=S)N(C=O)C1c1ccccc1 (stereo not drawn)	8	-2	0	1	23	0	-20	0	-1
COc1ccc(C(=O)NC(C(=O)NCCc2ccc3c(c2)OCCO3)C(C)C)cc1 (stereo not drawn)	3	-10	1	0	20	-6	7	-3	-1
CC12COC3(C(=O)Nc4cccnc4)CC1CCC32C (stereo not drawn)	3	-2	20	-2	6	3	10[fluorescence artefact?]	8	-3
CCOC(=O)C1(Cc2ccccc2C(F)(F)F)CCN(CC2CC2)CC1	12	-4	1	0	15	2	-2	5	-2
CC(C)C(=O)N(Cc1cc2ccccc2[nH]c1=O)C(C)C	13	-1	1	-2	1	1	-2	-11	0
Cc1c(NC(N)=O)c(=O)n(-c2ccccc2)n1C	8	-7	·	·	23	3	-4	-1	4
O=C(O)C1CCN(S(=O)(=O)c2ccc(N3CCOCC3)c([N+](=O)[O-])c2)CC1	3	-1	-2	0	19	-3	-16	0	-3
CC(C)(CNC(=O)c1cccs1)CNC(=O)c1cccs1	3	0	0	-2	1	-6	6	-8	6
Cn1c(=O)c2c(nc(SCCN3CCOCC3)n2Cc2ccccc2)n(C)c1=O	16	2	1	-3	5	10	-6[fluorescence artefact?]	-5	1
O=C(COc1cccc2ccccc12)NCc1cccnc1	4	-15	1	2	18	-3	3	-5	-3
CC1CN(Cc2ccccc2)C(C)CC1O (stereo not drawn)	7	0	3	-2	18	0	-2	4	1
CC(=O)Nc1ccccc1C(=O)C(=O)Nc1cccc(C(=O)NCc2ccccc2)c1	12	0	-10	-1	4	4	-12	-27	0
Cn1c(=O)c2c(-c3ccc(C(C)(C)C)cc3)n(CC3CCCO3)cc2n(C)c1=O (stereo not drawn)	-5	-6	4	0	1	-9	-6[fluorescence artefact?]	-11	-1
(more compounds)
SMILES	FXIIa inh	thrombin 1536	Runt-SMMHC FRET	Runt-CBFb FRET	Hck Nef HTS	FXIa inh 1536	14-3-3 Bad inh	hK5 inh	Wee1 stabilizer
CCOC(=O)c1c(NC(=O)CN2C(=O)NC3(CCCCC3C)C2=O)sc(C)c1C (stereo not drawn)	6	-7	2	-2	5	-5	-6[fluorescence artefact?]	-19	1
COc1cc2c(cc1OC)CN(CC(=O)NC(=O)NCc1ccccc1)CC2	8	-4	-2	-2	18	-2	-5	2	0
Cc1ccccc1OCC(O)Cn1nnc2ccccc21 (stereo not drawn)	5	-2	1	-5	7	-4	-4	-8	1
CCC(C(=O)NCc1ccco1)N(C(=O)CNS(=O)(=O)c1ccc(C)cc1)c1ccccc1OC (stereo not drawn)	12	0	-2	2	-1	6	·	1	2
Cc1cccc(OCC2CCCN(Cc3nc(C4CC4)no3)C2)c1 (stereo not drawn)	16	0	-3	-2	-3	4	-3	4	1
O=C(O)c1ccccc1S(=O)(=O)NCC(O)COC1CCCCC1 (stereo not drawn)	-5	-8	-3	-3	1	-6	16	-3	-3
COc1cccc(C2=CC(c3cccc(OC)c3OC)n3nnnc3N2)c1 (stereo not drawn)	2	-7	-9	-2	-1	-13	2	6	11*
CCCOc1ccc(C(=O)NCCc2ccccc2)cc1	2	-6	-2	-1	32	-1	-12	-8	3
CCCCCSc1nncc(=O)[nH]1	14	2	0	-3	2	6	5	-2	4
Cc1ccc(CN2C(=O)N/C(=C/c3ccc4c(c3)n(C)c(=O)n4C)C2=O)cc1	16	9	-50	-44	30	5	6	26	-2
CCc1c(C)c(C#N)c2nc3ccccc3n2c1N(C)C	13	3	18	9	3	2	0	-5	-1
O=C(NNC(=S)Nc1ccccc1)Nc1ccccc1	-8	1	-3	11	9	-5	-3	-24	8
NC(N)=N/N=C/c1cccc(Cl)c1Cl	3	-4	-3	0	14	-6	-5	-3	-3
CCCOc1nc(SCCC)nc2c1cnn2-c1ccccc1	6	-9	-1	-2	6	1	-8	-3	-1
COCCCn1c(SCC(=O)N2CCCCC2C)nnc1-c1ccco1 (stereo not drawn)	19	5	-3	0	2	8	-1	3	0
O=C(CN1C(=O)C(=O)N(Cc2ccco2)C1=O)NC1CCCCC1	11	3	-8	-3	20	2	0	-1	9
Cc1cccc(C)c1OCc1nnc(SCC(=O)Nc2ccccc2F)o1	11	-1	-1	0	21	1	1	0	0
COc1ccc(C(=O)N/N=C/c2ccccn2)cc1OC	4	7	-2	0	15	3	-8	-6	2
O=C(N1CCOCC1)C(F)(F)C(F)(F)C(F)(F)C(F)(F)C(=O)N1CCOCC1	-6	-1	-2	-3	2	-2	7[fluorescence artefact?]	6	-1
COC(=O)N(C)CCCC1(C)C(=O)N(C)c2ccc(O)cc21 (stereo not drawn)	29	3	1	1	-1	12	-10	-6	4
CC(=O)N1CCc2cc(S(=O)(=O)NCCC(=O)Nc3cc(C)cc(C)c3)ccc21	4	-1	4	2	13	-18	1[fluorescence artefact?]	-2	0

The order is random; overall some 4.2% were active at least once.
